# MBNL1 CUG block: qHTS Assay for Inhibitors of MBNL1-poly(CUG) RNA binding | Muscleblind-like protein 1 (Homo sapiens), Q9NR56 | TR-FRET MBNL1-His/biotin-(CUG)12 binding, 665/545 ratio | Potency, µM (highest dose often 57.5 µM), inactives show at the top dose activity change, negative = inhibition, most hits filed as inhibitors | actives 0.036% (n = 280,000) | AID 2675, 2010; active means well fitted inhibition curve with a large enough effect in the signal ratio, with a control signal flat, not every such curve was filed as active; inconclusive means small, poorly fitted or top-dose-only effect, or effect the other way, or a change in a side signal; inactive means no such curve, though single readings can be large or run the other way; the % refers to the signal ratio; further: on the % scale 0 is the no-effect control and ±100 the full control effect
# Target sequence (Q9NR56 whole entry, looked up): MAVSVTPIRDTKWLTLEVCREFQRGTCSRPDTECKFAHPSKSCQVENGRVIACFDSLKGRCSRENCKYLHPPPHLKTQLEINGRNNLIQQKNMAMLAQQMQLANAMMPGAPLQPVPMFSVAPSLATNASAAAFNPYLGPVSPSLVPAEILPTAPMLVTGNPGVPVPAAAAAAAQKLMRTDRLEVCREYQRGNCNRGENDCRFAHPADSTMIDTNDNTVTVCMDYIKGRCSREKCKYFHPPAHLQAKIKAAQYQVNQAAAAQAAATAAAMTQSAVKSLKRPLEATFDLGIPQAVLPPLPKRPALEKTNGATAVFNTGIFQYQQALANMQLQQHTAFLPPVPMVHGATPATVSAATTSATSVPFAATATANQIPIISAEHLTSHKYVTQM
#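 Compounds (final 92 nM to 58 uM) are added to His-tagged MBNL1 and biotin-(CUG)12, then terbium anti-His antibody and streptavidin-XL665 (5 nM final). After 60 min at room temperature, the 665/545 nm ratio is read.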
# BRCA1 expr up: qHTS Assay to Identify Small Molecule Activators of BRCA1 Expression; MCF7-BRCA1-FFLuc reporter, luminescence, 48 h; response scale: scaled: vehicle 0%, 10 µM genistein 100%; Potency, µM (series often up to 46.1 µM), without a hit: at the highest dose activation, hits mostly activators; actives 1.1% (n = 380,000); further: nearly all actives have a fitted effect of over 80% in size; some results filed as inactive show a strong effect at the top dose
#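 MCF7 cells carrying a BRCA1-firefly luciferase reporter (2000 cells/well, phenol-red free MEM) were attached for 2 h at 37 °C, then given compounds for 48 h. Luminescence was read 15 min after luciferase reagent; activity normalized to genistein (10 microM) and DMSO.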
# RORgamma inh: qHTS for inhibitors of ROR gamma transcriptional activity; Nuclear receptor ROR-gamma (Mus musculus), P51450; Drosophila S2 Gal4-RORgamma UAS-luciferase reporter, 20 h; Potency, µM (highest dose often 53.6 µM), for inactives: top-dose activity change, negative = inhibition, actives largely listed as inhibitors; actives 5.4% (n = 310,000); AID 2551, 2010; further: on the % scale 0 is the no-effect control and ±100 the full control effect; nearly all actives have a fitted effect of over 60% in size
# Target sequence (P51450 whole entry, looked up, the tested form may be a part): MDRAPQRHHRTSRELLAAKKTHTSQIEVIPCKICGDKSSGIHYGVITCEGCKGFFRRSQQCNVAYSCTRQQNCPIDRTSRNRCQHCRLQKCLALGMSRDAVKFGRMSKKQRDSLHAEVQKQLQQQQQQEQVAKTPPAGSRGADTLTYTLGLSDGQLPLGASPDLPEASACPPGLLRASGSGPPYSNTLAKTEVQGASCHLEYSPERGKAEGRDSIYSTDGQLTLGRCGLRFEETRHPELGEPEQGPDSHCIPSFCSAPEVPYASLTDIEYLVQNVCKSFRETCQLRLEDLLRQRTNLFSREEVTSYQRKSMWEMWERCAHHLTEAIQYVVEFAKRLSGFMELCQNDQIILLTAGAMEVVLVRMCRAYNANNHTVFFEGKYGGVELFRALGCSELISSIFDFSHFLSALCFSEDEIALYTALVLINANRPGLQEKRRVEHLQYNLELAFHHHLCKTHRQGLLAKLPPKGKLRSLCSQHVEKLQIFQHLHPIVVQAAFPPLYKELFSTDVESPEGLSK
#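 A Gal4/UAS one-hybrid system in insect cells: metallothionein-promoter Gal4–ROR gamma fusion plus Photinus luciferase reporter. Copper sulfate 700 uM final, 20 hr ambient incubation, luminescent detection after 10 min with reagent.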
# p53 reactivation: qHTS assay for re-activators of p53 using a Luc reporter. actives 0.063% (n = 320,000). Potency, µM (titrated, usually from 92.2 µM), for inactives: top-dose activity change, positive = activation, actives largely listed as activators. H1299 p53-A138V BP100-luciferase reporter, luminescence, 24 h; further: % of control where 0% means no effect; nearly all actives have a fitted effect of over 45% in size
#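 p53-null H1299 cells stably carrying temperature-sensitive p53-A138V and a BP100-luciferase reporter were pinned with compounds (4-point, 1:5 series) and held 24 hrs at 37 deg C. Luminescence was read 10 min after detection reagent.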
# uPA surface inh: qHTS for Inhibitors of Cell Surface uPA Generation; cell surface uPA generation assay, qHTS; Potency, µM (titrated, usually from 38.3 µM), inactives show at the top dose activity change, negative = inhibition, usual class: inhibitors; actives 0.31% (n = 330,000); active means well fitted inhibition curve with a large enough effect; inconclusive means small, poorly fitted or top-dose-only effect; inactive means no such curve, though single readings can be large or run the other way; tested in mouse RAW 264.7 cells; further: on the % scale 0 is the no-effect control and ±100 the full control effect; nearly all actives have a fitted effect of over 55% in size
# NPC1 prom act: qHTS Assay for NPC1 Promoter Activators; Potency, µM (titrated, usually from 9.22 µM), for inactives: top-dose activation, usual class: activators; AID 485313, 2010; actives 2.4% (n = 320,000); Huh7 NPC1 promoter luciferase reporter, 24 h;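 further: % of control where 0% means no effect; nearly all actives have a fitted effect of over 60% in size; reporter is driven by a mutant NPC1 promoter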
#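 Luminescence from an NPC1 promoter-driven luciferase reporter in stably transfected Huh7 cells was measured after 24 h compound treatment at 37 °C, followed by 10 min ambient incubation with luciferase detection reagent.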
# Rab9 prom act: qHTS Assay for Rab9 Promoter Activators. Huh7 Rab9 promoter-luciferase reporter, luminescence, 24 h. Potency, µM (titrated, usually from 9.22 µM), inactives show at the highest dose activation, negative = inhibition, usual class: activators. AID 485297, 2010. actives 2.8% (n = 320,000); further: % of control where 0% means no effect; nearly all actives have a fitted effect of over 60% in size
#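 Steps: seed 1500 Huh7 Rab9-luc cells per well, rest 2 h at 37 °C; add compound in DMSO; incubate 24 h; add luciferase reagent, 10 min ambient; read luminescence.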
# FLuc modulator: qHTS profiling assay for firefly luciferase inhibitor/activator using purifed enzyme and Km concentrations of substrates (counterscreen for miR-21 project) | Luciferin 4-monooxygenase (Photinus pyralis), P08659 | purified FLuc, Km substrates, luminescence inhibition | Potency, µM (top dose mostly 57.5 µM), inactives show top-dose activity change, negative = inhibition, hits mostly inhibitors | actives 6.9% (n = 360,000) | AID 588342, 2011;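 further: plate controls were vehicle for no effect and reference inhibitor for full effect; nearly all actives have a fitted effect of over 55% in size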
#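 Biochemical qHTS of compounds, final roughly 60 µM downward over six points, against 10 nM purified firefly luciferase using Km concentrations of substrates (10 uM D-luciferin, 10 uM ATP) in Tris acetate pH 7.5 buffer; luminescence output.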
# Gal4-VP16 FLuc: VP16 counterscreen qHTS for inhibitors of ROR gamma transcriptional activity. Drosophila S2 Gal4-VP16 UAS-luciferase, luminescence, 20 h. Potency, µM (series often up to 53.6 µM), inactives show at the top dose activity, negative = inhibition, actives largely listed as inhibitors. actives 3.5% (n = 310,000). AID 2546, 2010;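 further: Gal4-VP16 expression switched on by copper sulfate through the metallothionein promoter; on the % scale 0 is the no-effect control and ±100 the full control effect; nearly all actives have a fitted effect of over 50% in size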
# ELG1 genotoxic: qHTS screen for small molecules that induce genotoxicity in human embryonic kidney (HEK293T) cells expressing luciferase-tagged ELG1 | Potency, µM (titrated, usually from 46 µM), for inactives: at the top dose activity change, positive = activation, actives largely listed as activators | HEK293T ELG1-luciferase reporter, luminescence, 16 h | actives 1.3% (n = 330,000); further: % of control where 0% means no effect; nearly all actives have a fitted effect of over 60% in size
#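 Step 1: seed 2,000 HEK293T ELG1-luciferase cells per well. Step 2: add compound or DMSO, incubate 16 hr at 37 °C. Step 3: ONE-Glo, 30 min at room temperature, read luminescence.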
# The depositor's hits bear a star; ? = inconclusive; nt = no result given; & = joins results of further samples; [ ] = another dose, or the depositor's remark. Unless noted, the call rests on the fitted dose curve; in most records, active means well fitted curve in the direction sought with a large enough effect; inconclusive means small, poorly fitted or top-dose-only effect, or another doubt; inactive means no such curve, though single readings can be large; an effect the other way counts as inactive or inconclusive. Potency means the concentration at half of the fitted maximal effect.
# Order of results – FLuc modulator	Gal4-VP16 FLuc	uPA surface inh	MBNL1 CUG block	ELG1 genotoxic	RORgamma inh	Rab9 prom act	BRCA1 expr up	p53 reactivation	NPC1 prom act
- CCn1cc(C(=O)NN)c(=O)c2cc(F)c(NC3CCCCC3)cc21
    2%	1%	-16%	0%	7%	-3%	6%	-12%	1%	10%
- CC(=O)c1sc(NC(=O)c2ccc(Cl)cc2)nc1C
    ?	20%	-3%	8%	?	-2%	1.4µM*	3.2µM*	9%	3.2µM*
- O=[N+]([O-])c1ccc2c(OCc3nnc(-c4ccccc4Br)o3)ncnc2c1
    -15%	-10%	-1%	nt	-8%	-3%	-1%	-40%	-7%	2%
- CC1(C)CC(=O)C=C(c2cccc3c2Oc2ccccc2S3)C1
    -3%	nt	-17%	nt	1%	nt	-5%	0%	-14%	0%
- COc1ccc(OC)c(NC(=O)C(CCS(C)(=O)=O)NC(C)=O)c1 (stereo unspecified)
    3%	2%	-8%	-8%	-1%	-15%	-1%	-13%	-6%	0%
- Cc1ccccc1S(=O)(=O)N(CC(O)CN1C(=O)NC(C)(C)C1=O)c1ccccc1 (stereo unspecified)
    1%	-4%	4%	-13%	-3%	3%	1%	0%	-1%	-5%
- NC(=O)c1ncc(C(F)(F)F)cc1Oc1cccc(C(F)(F)F)c1
    2%	5%	3%	-12%	6%	12%	6%	-31%	0%	0%
- O=Cc1ccc(OCC(=O)N2CCOCC2)cc1
    -3%	-13%	-3%	2%	1%	-16%	1%	10%	2%	-3%
- Cc1noc(C)c1COc1ccc(C(=O)OCC(=O)NC(=O)C2COc3ccccc3O2)cc1 (stereo unspecified)
    1%	5%	-3%	2%	1%	-21%[10 µM]	-2%	53%	-2%	2%
- COc1cccc(CN(C)C(=O)c2ccccc2SCC(=O)N2CCCC2)c1
    9%	nt	-3%	nt	1%	nt	-10%	-3%	-2%	0%
- CCCc1n[nH]c(=O)[nH]1
    5%	2%	2%	5%	1%	-11%	-11%	0%	-3%	-2%
- COC(=O)CCCC1=CC2=CC(=O)C(C)(OC(=O)c3cccs3)C(=O)C2=CN1CCN1CCOCC1 (stereo unspecified)
    5%	-9%	6%	?	2%	4%	-8%	12%	-3%	-1%
- COc1cccc(NC(=O)CN(C)C(=O)c2ccc(OCC3CCCO3)cc2)c1 (stereo unspecified)
    -14%	nt	-7%	nt	-1%	nt	-2%	-6%	4%	1%
- COc1cc(C(=S)N2CCCC2)ccc1OC(=O)c1ccc(Cl)cc1[N+](=O)[O-]
    -2%	0%	-5%	?	1%	?	-6%	21%	1%	-3%
- CS(=O)(=O)N(CC(=O)NCc1ccc2c(c1)OCO2)Cc1ccccc1
    3%	-29%	3%	10%	2%	-14%	0%	2%	3%	-4%
- COC(=O)C(NNc1ccccc1)(NC(=O)c1ccc(F)cc1)C(F)(F)F (stereo unspecified)
    -1%	-12%	1%	6%	-3%	3%	-1%	-16%	-11%	-5%
- O=C(NC1CCCCC1)C(c1ccccc1)N(C(=O)c1csnn1)C1CC1 (stereo unspecified)
    0%	-8%	4%	-4%	-3%	-2%	4%	-3%	1%	1%
- O=C(CSc1nnnn1C1CCCCC1)N1CCOCC1
    5%	5%	-8%	2%	4%	13%	-3%	-1%	1%	-2%
- CCC(CC)C(=O)c1c[nH]c(C(=O)OC)c1
    -1%	5%[10 µM]	nt	-4%	-1%	19%	1%	-3%	-11%	-10%
- COc1ccc(S(=O)(=O)Nc2cccc3c2O[C@H](CN(C)C(=O)Nc2ccc(C(F)(F)F)cc2)[C@@H](C)CN([C@H](C)CO)C3=O)cc1
    nt	nt	-10%	nt	-5%	nt	nt	-26%	2%	nt
- O=C(Oc1cccc(C(=S)N2CCOCC2)c1)c1cccc(Cl)c1
    0%	-23%	-5%	0%	2%	?	-3%	2%	7%	3%
- O=C1C=C(Nc2cccc(Cl)c2)CC(c2ccco2)C1 (stereo unspecified)
    -2%	?	-16%	-2%	-4%	?	-2%	-39%	-7%	-5%
- CN(C(=O)CCn1c(=S)oc2ccccc21)C1CCCCC1
    -8%	-10%	-8%	-5%	-3%	1%	-2%	5%	-1%	2%
- O=C(CC(Nc1ccc(F)cc1)C(=O)O)c1ccccc1 (stereo unspecified)
    1.1µM*	?	-5%	13%	1µM*	?	1.3µM*	?	?	1.1µM*
- COC(=O)c1ccc(NC(=O)COc2ccc3c(c2)OCO3)cc1
    1%	16%	-3%	-3%	0%	15%	0%	1%	16%	-3%
- Cc1cc(=O)n2nc(N3CCC(C(=O)NCc4ccco4)CC3)sc2n1
    0%	3%	0%	-5%	9%	-13%	2%	23%	0%	1%
- Clc1ccc2c(NCc3ccco3)ncnc2c1
    -5%	?	-12%	-5%	-7%	?	-5%	-26%	2%	-3%
- CC(C)(C)c1ccc(C(=O)c2c[nH]c(C(=O)O)c2)cc1
    2.1µM*	-7%	-3%	-8%	13%	15%	?	33%	-7%	?
- CC(C)Cn1c(SCC(=O)N2CCc3ccccc3C2)nc2cc(Cl)ccc2c1=O
    2%	?	-12%	nt	-10%	?	-1%	-19%	4%	-2%
- O=C(CC1C[C@H](C(=O)N2CCOCC2)[C@@]2(CCC3CCCC3)c3[nH]c4ccccc4c3CCN2C1=O)NCCC1=CCCCC1 (stereo partly specified)
    nt	nt	1%	nt	1%	nt	nt	1%	2%	nt

# Two compounds from above, reduced to BRCA1 expr up and ELG1 genotoxic:
SMILES	BRCA1 expr up	ELG1 genotoxic
O=[N+]([O-])c1ccc2c(OCc3nnc(-c4ccccc4Br)o3)ncnc2c1	-40%	-8%
O=C1C=C(Nc2cccc(Cl)c2)CC(c2ccco2)C1 (stereo unspecified)	-39%	-4%

# The listing continues:
# Order of results – FLuc modulator	Gal4-VP16 FLuc	uPA surface inh	MBNL1 CUG block	ELG1 genotoxic	RORgamma inh	Rab9 prom act	BRCA1 expr up	p53 reactivation	NPC1 prom act
- CCOc1ccccc1C(=O)Nc1ccc2nc3n(c(=O)c2c1)CCCCC3
    15µM*	0%	-8%	-4%	-1%	44%	5%	-10%	3%	-7%
- O=C(O)CCC(=O)Nc1sc2c(c1C(=O)NCc1ccccc1)CCCC2
    0%	-3%	-12%	-8%	-2%	-10%	2%	2%	-47%[inhibitor]	-2%
- CC(C)NC(=S)N1CCC(Cc2ccccc2)CC1
    -5%	-20%	1%	2%	-3%	1.1µM*	1%	8%	-3%	-5%
- N/C(=N\OC(=O)c1ccc(Cl)c(Cl)c1)c1cccc(CSc2ccccn2)c1
    8.5µM*	-3%	-7%	nt	?	-5%	?	?	17%	?
- Cc1ccc(S(=O)(=O)N2CCOCC2)cc1C(=O)N(Cc1nnc(-c2ccccc2Cl)o1)C1CC1
    -1%	3%	-3%	-4%	-15%	-16%	-3%	-10%	-3%	-1%
- Cc1cc(C)c(NC(=O)CNC(=O)Cc2sc(C)nc2-c2ccc(F)cc2)c(C)c1
    -1%	nt	6%	nt	20%	nt	6%	-31%	-4%	-6%
- CC1Cc2cc(/C(O)=C3/C(=O)C(=O)N(CCCn4ccnc4)C3c3ccncc3)ccc2O1 (stereo unspecified)
    -3%	3%	nt	7%	0%	23%	1%	-3%	3%	0%
- O=C1N(CC(=O)N2CCc3ccccc32)CCN1Cc1ccc(Cl)cc1
    5%	-2%	-1%	-1%	-10%	0%	-7%	-49%	-10%	-1%
- Cc1ccc(S(=O)(=O)N(CC(=O)NCC2CCCO2)c2cccc([N+](=O)[O-])c2)cc1 (stereo unspecified)
    0%	-21%	-13%	?	3%	7%	-4%	14%	4%	-4%
- Cn1cc(Br)c(C(=O)NC(=S)Nc2ccc(S(N)(=O)=O)cc2)n1
    4%	-10%	-7%	0%	0%	18%	-5%	0%	-2%	-2%
- COc1ccc(NC(=S)Nc2ccc(S(N)(=O)=O)cc2)c(OC)c1
    -1%	1%	-1%	-17%	0%	-26%	-5%	-8%	-2%	0%
- Clc1ccc(C2[C@H]3CN(Cc4cccnc4)[C@H](c4ccccc4)C34CC2(c2cccnc2)C4)cn1 (stereo partly specified)
    0%	-5%&0%	-9%	-24%	-4%	17%&7%	-2%	-34%	-4%	0%
- C=CCn1c(=N)c(S(=O)(=O)c2ccc(C)c(C)c2)cc2c(=O)n3ccccc3nc21
    1%	1%	-4%	13%	2%	-12%	-4%	-4%	0%	-1%
- COc1cccc(OCc2cc(/C=N/n3cncn3)ccc2OC)c1
    ?	-12%	-1%	1%	4%	0%	-1%	-37%	-6%	1%
- COc1ccc(-c2csc(NC(=O)CC(C)C)n2)cc1
    ?	2%	6%	?	14%	?	?	8.9µM*	?	?
- Cc1ccc(N2CC(O)Cn3c2nc2c3c(=O)n(C)c(=O)n2C)cc1 (stereo unspecified)
    -5%	0%	-1%	-2%	0%	7%	-3%	2%	0%	1%
